HCV NS3 hel inh: HCV NS3 helicase inhibition; 290,000 tested, 0.56% active; NS3 helicase DNA unwinding, Cy5 molecular beacon fluorescence; inhibition, % at 10.9 µM;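 active = inhibition above the mean of all tested compounds plus 3 SD, set per campaign, cut at about 35% in these data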;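 also: 0% = DMSO wells and 100% = thioflavine S control wells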
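Material: hepatitis C virus NS3 helicase domain fragment enzyme; measured by: Cy5 fluorescence, 0 and 60 min reads; control set: DMSO and thioflavine S; incubation: 60 min unwinding reaction at 25 °C after ATP addition; read-out basis: % inhibition from 60/0 min fluorescence ratio, DMSO 0%, thioflavine S 100%; repeats: singlicate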
GalR3 antag: blocks the human galanin receptor 3; O60755; HEK293 GalR3-CNG cAMP membrane potential fluorescence; galR3 body fused to GalR1 C-terminus; inhibition, % at 3 µM; 360,000 tested, 0.44% active;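 active = inhibition above the screen-wide average plus 3 SD, cut at about 13% in these data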;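 also: forskolin and galanin both at EC90 stimulate the cells; cAMP rise reported by CNG channel membrane potential dye signal; 0% = forskolin plus galanin with DMSO and 100% = forskolin alone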
Target sequence (O60755 1-299 limits assumed): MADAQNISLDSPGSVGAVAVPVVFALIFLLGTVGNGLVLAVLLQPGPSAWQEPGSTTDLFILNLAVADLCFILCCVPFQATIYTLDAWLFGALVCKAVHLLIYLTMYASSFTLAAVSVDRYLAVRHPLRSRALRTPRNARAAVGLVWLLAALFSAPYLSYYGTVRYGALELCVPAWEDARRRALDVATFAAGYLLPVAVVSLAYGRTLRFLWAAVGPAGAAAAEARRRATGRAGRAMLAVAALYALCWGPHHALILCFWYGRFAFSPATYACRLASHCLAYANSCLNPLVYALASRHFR
V1aR counter: V1a receptor agonism, counter-screen for OXTR agonists; P37288; 320,000 tested, 0.25% active; activation, % at 3 µM; CHO-V1R cells, Fluo-8 calcium fluorescence, agonist mode; 0% DMSO, 100% 3 nM vasopressin; AID 2797;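 active = activation above the mean activation of all tested compounds plus 3 SD, per screening run, cut at about 20% in these data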;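 also: signal is peak over basal fluorescence ratio across a 100 second FLIPR read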
GPR7 antagonist: human neuropeptides B/W receptor 1 antagonism; P48145; GPR7-expressing cells, fluorescence antagonist assay; inhibition, % at 4.4 µM; 290,000 tested, 1.1% active; AID 1861; in the data active = inhibition above about 16%, passing the limit was not always enough;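 also: cells stimulated with the agonist NPW; 0% = agonist with vehicle and 100% = vehicle without agonist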
Target sequence (P48145 whole entry, looked up): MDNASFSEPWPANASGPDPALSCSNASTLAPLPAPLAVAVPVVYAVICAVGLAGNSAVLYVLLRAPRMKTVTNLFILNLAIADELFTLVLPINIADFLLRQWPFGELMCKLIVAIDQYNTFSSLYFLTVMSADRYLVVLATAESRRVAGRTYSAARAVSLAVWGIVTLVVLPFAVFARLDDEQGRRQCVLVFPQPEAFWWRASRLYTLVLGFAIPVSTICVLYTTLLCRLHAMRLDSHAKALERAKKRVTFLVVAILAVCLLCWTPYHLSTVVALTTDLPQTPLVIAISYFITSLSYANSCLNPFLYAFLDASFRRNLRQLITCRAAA
FID counter: fluorescent intercalator displacement, NS3 helicase counter-screen; AID 1845; inhibition, % at 7.9 µM; DNA fluorescent intercalator displacement, fluorescence; 290,000 tested, 0.17% active; in the data active = inhibition above about 37%;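 also: 0% = vehicle and 100% = reference compound; higher means more ethidium bromide displaced from hairpin DNA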
PHOSPHO1 inh: inhibitors of human PHOSPHO1 phosphatase; recombinant PHOSPHO1, absorbance phosphatase assay; 290,000 tested, 1.1% active; inhibition, % at 13.3 µM; AID 1565; in the data active = inhibition above about 60%
OXTR agonist: agonists of human oxytocin receptor. P30559. CHO-OTR cells, Fluo-8 calcium fluorescence; normalized: DMSO 0%, oxytocin 100%. activation, % at 3 µM. 320,000 tested, 0.32% active. AID 2435;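 active = activation above the mean of all tested compounds plus 3 SD, cutoff set per screening run, cut at about 20% in these data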;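 also: peak over basal fluorescence ratio from a 100 s FLIPR kinetic read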
Target sequence (P30559 whole entry, looked up): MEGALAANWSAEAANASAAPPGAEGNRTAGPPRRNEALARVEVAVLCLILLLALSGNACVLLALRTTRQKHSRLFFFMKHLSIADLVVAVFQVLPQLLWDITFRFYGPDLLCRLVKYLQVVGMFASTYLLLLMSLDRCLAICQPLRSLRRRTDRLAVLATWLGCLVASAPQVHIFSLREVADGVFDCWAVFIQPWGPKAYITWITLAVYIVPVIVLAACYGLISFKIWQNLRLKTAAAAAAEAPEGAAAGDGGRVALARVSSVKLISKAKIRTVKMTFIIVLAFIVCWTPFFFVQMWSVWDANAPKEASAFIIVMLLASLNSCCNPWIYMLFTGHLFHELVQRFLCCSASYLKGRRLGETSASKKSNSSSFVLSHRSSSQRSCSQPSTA
VIM-2 inhibitor: inhibitors of Pseudomonas aeruginosa VIM-2 metallo-beta-lactamase; inhibition, % at 5.6 µM; purified VIM-2, nitrocefin hydrolysis, epi-absorbance fluorescence; 290,000 tested, 0.89% active;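 active = inhibition above the mean of all tested compounds plus 3 SD, cutoff set per screening run, cut at about 7.5% in these data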;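 also: red hydrolysis product quenches plate fluorescence so inhibitors raise well fluorescence; 0% = enzyme with DMSO and 100% = DMSO without enzyme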
IMP-1 inhibitor: inhibitors of Pseudomonas aeruginosa IMP-1 metallo-beta-lactamase; inhibition, % at 5.6 µM; purified IMP-1, nitrocefin hydrolysis, epi-absorbance fluorescence; 290,000 tested, 0.45% active;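 active = inhibition above the mean plus 3 SD of all compounds in the same screening run, cut at about 4.5% in these data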;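 also: 0% = IMP-1 with DMSO and 100% = DMSO wells lacking enzyme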
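system = purified recombinant IMP-1 beta-lactamase | amount = 0.2 nM IMP-1, as dispensed | medium = HEPES buffer pH 7.1 with ZnSO4 and Brij 35 | times = 25 °C, 15 min preincubation, 25 min reaction | detection = plate fluorescence quenching by hydrolysis product, ex 480/em 530 nm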
Numbers without * were called inactive; / = no result given. Compounds as they come, and some 4.3% of all compounds hit somewhere here.

SMILES	HCV NS3 hel inh	GalR3 antag	V1aR counter	GPR7 antagonist	FID counter	PHOSPHO1 inh	OXTR agonist	VIM-2 inhibitor	IMP-1 inhibitor
NS(=O)(=O)c1ccc(CNC(=O)C23CC4CC(CC(C4)C2)C3)cc1	-0.1	-4.6	2.4	-2.6	-11.2	-6.4	2.8	-1.9	-4.8
CCCCC(=O)Nc1ccc(NC(=O)c2ccccc2OC)cn1	-0.2	-4.2	1.1	9.1	-13.9	-16.3	0.4	-1.0	0.3
CCOC(=O)c1nnc2cc(-c3ccc(Br)cc3)nn2c1C	-9.7	-1.9	-0.4	-14.0	-3.4	2.8	0.4	-1.4	-7.4
CC(C)CNS(=O)(=O)c1ccc(OCC(=O)NCC2CCCO2)c(Cl)c1 (stereo unspecified)	9.6	2.7	0.5	-9.1	-22.2	10.4	0.9	-3.4	-3.2
CC(=O)N1CCc2cc(S(=O)(=O)CCC(=O)NCc3ccc(Cl)cc3)ccc21	7.2	-8.4	4.6	-3.9	-30.6	47.7	8.0	-0.1	-1.4
Cc1ccc2[nH]c(=O)c(CN(Cc3cccnc3)C(=O)c3ccncc3)cc2c1	6.8	-3.4	-1.2	-0.8	-13.1	22.0	0.0	-2.0	-2.2
CN1CCC(=O)N([C@H](CN=[N+]=[N-])Cc2ccccc2)CC1	9.9	-1.1	1.3	-2.2	-2.0	-7.3	1.2	-1.4	-2.3
CC(=O)Nc1ccccc1NC(=O)C/C(C)=N/NC(=O)C(=O)Nc1cccc(Cl)c1C	8.3	-4.4	0.1	-9.4	-0.6	24.1	-2.1	-5.3	-1.4
CCc1ccc2c(c1)C1(SC(NC(C)=O)=NN1C(C)=O)C(=O)N2CC (stereo unspecified)	-5.0	-2.4	1.4	0.8	-18.1	-10.1	0.0	2.6	-3.2
CC1CCc2c(C(=O)NCC3CCCO3)csc2C1 (stereo unspecified)	-0.6	5.8	-0.2	-0.8	-6.5	20.9	-1.3	-3.3	-2.8
CNC(=O)c1sccc1SCc1c(Cl)cccc1Cl	-3.5	-5.6	0.3	7.0	-12.8	-4.9	-1.8	-2.3	2.4
O=C(Nc1ccccc1)OCCCc1ccccc1	-4.2	-6.1	1.1	-6.9	-15.5	9.1	-1.8	-4.1	-2.2
Cc1cccc(C(=O)Nc2cccc3c2CCCC3)c1	-3.1	-6.7	-1.1	7.9	-12.7	2.8	-2.4	0.3	-1.1
Cc1cccc(N/N=C(\C#N)S(=O)(=O)C(C)(C)C)c1	-7.3	-2.4	4.7	-3.5	-1.6	-0.9	2.6	-2.5	-2.6
CCCCc1nc2ccccc2c(NC(=O)CN2CCCC2)c1CCC	1.8	-1.3	-0.8	-2.0	8.1	-12.8	-0.8	-2.7	-1.7
Cc1cc(NC(=O)CSc2nnc(-c3cccc(Cl)c3)o2)no1	-4.1	-3.3	2.3	-2.5	-21.5	32.6	0.2	-2.5	0.1
CC(=O)Nc1cccc(-n2nnc(SCC(=O)N(C)c3ccccc3)n2)c1	2.3	5.1	-0.7	-15.6	-22.7	1.0	-1.1	-1.6	-3.2
CCOC(=O)CC1COc2ccccc2N1C(=O)c1ccc(C)cc1 (stereo unspecified)	-8.5	-2.3	-1.7	-9.0	-20.0	-0.3	-2.1	0.4	-0.8
Cc1nnc(N/N=C\c2ccc(-c3ccccc3[N+](=O)[O-])o2)n1N	-11.8	-5.9	0.1	-7.2	4.6	-4.6	-0.4	-2.7	-3.9
CCC(c1nnnn1CC1CCCO1)N(CCCO)Cc1cc2cccc(C)c2[nH]c1=O (stereo unspecified)	14.2	-5.4	0.6	-1.2	-6.5	26.3	0.1	-1.0	-3.9
CCOP(=O)(OCC)C(NC(=O)Nc1cccc(Cl)c1)c1ccccc1 (stereo unspecified)	-11.2	-5.9	0.6	-8.0	-18.1	-14.6	0.0	-1.8	-1.5
O=C(COc1ccc(/C=N/NS(=O)(=O)c2ccccc2)cc1)NCCc1ccccc1	-10.3	3.8	3.3	12.3	-13.5	-4.6	1.5	-3.7	-0.6
Cn1c(=O)c2c(nc(NCCNC(=O)c3ccco3)n2Cc2ccccc2)n(C)c1=O	-1.4	-8.0	0.1	-4.0	-16.2	20.0	0.5	-2.7	-4.2
O=c1/c(=C\c2ccc(O)cc2)sc2nc(-c3ccccc3)c(-c3ccccc3)n12	14.8	1.5	0.2	-5.3	-1.5	-4.9	0.8	-1.7	-1.1
CCC(=O)NNc1nc2c(F)cccc2s1	-1.6	-4.0	1.0	-1.2	-0.3	33.9	0.3	-2.3	-0.2
(next part)
SMILES	HCV NS3 hel inh	GalR3 antag	V1aR counter	GPR7 antagonist	FID counter	PHOSPHO1 inh	OXTR agonist	VIM-2 inhibitor	IMP-1 inhibitor
Cc1nn(C(C)C(=O)O)c2ccccc12 (stereo unspecified)	0.2	-4.6	0.5	-11.6	6.8	-0.5	2.1	-1.9	-2.2
NC(=NC(=O)c1ccccc1)N1CCOCC1	5.7	-2.0	0.5	-6.5	-2.3	-24.6	0.7	-0.8	-2.3
COc1ccc(NC(=O)c2[nH]c(C)c(C(C)=O)c2C)cc1	5.4	-0.3	0.1	-3.5	-5.7	16.3	1.1	-0.6	0.7
CC(=O)N1CCC(=NNc2nc3ccccc3[nH]2)CC1	-7.7	1.8	0.9	-16.4	2.9	-7.1	-1.6	-3.9	-5.3
N=c1ccn2c(n1)OC1C(O)C(CO)OC12 (stereo unspecified)	0.6	-8.2	1.0	-3.3	1.1	41.8	2.8	-0.4	-2.6
COc1ccc(N2C(=O)C3CCCN3C2c2ccccc2)cc1Cl (stereo unspecified)	11.0	6.7	0.7	-7.2	-1.8	19.4	0.9	-2.0	-2.0
CCCCn1c(=O)nc2n(-c3ccccc3C)c3ccccc3cc-2c1=O	12.3	4.5	1.0	-1.8	-10.0	-4.6	-0.1	-1.4	-2.5
O=C(CSc1ccccc1)NNC(=O)c1ccccc1O	7.5	0.8	2.8	-6.4	-5.1	19.8	-1.5	-2.0	-3.1
COc1ccc2ccccc2c1CNC(=O)CC1C(=O)NCCN1CC(C)C (stereo unspecified)	1.6	-3.8	0.7	-12.2	-21.4	-19.3	1.0	2.1	0.3
Cc1cc(C)c(S(=O)(=O)Nn2cnnc2)c(C)c1	3.8	-3.0	-0.5	2.5	4.5	28.1	1.3	-3.7	-1.3
Fc1ccccc1-n1[nH]nnc1=S	5.4	-4.4	11.9	-6.5	-0.3	46.5	0.0	-1.4	-2.4
CCc1ccc(NC(=O)CNC(=O)Cn2ccc3ccccc3c2=O)cc1	2.5	-8.7	-0.7	-10.4	-12.5	23.0	-0.6	-2.7	-2.5
O=C(Nc1ccccc1C(F)(F)F)c1ccc(F)c(S(=O)(=O)N2CCOCC2)c1	5.4	4.9	3.1	1.0	-1.1	-1.0	3.8	-2.4	-1.5
N#Cc1nc(-c2ccc(Cl)cc2)oc1N1CCCCC1	-5.4	-2.4	-1.6	-7.4	0.9	50.3	-1.7	-1.6	-3.5
CC(Sc1ccc([N+](=O)[O-])cn1)C(=O)Nc1nccs1 (stereo unspecified)	-2.8	-3.3	1.8	9.2	-2.3	-17.0	-0.4	-1.8	-2.5
CCOC(=O)CNC(=O)C1CCCN(c2ncccn2)C1 (stereo unspecified)	-4.1	-6.2	-0.1	-12.8	3.4	-9.4	0.3	0.8	-1.4
CCOC(=O)N1CCC(NC(=O)c2ccc3c(c2)N(Cc2ccc(C)cc2)CCS3)CC1	4.5	/	-1.1	-1.8	-3.4	2.0	-1.9	-6.6	-2.9
CCCCN(C)C1CCN(C(=S)Nc2cccc(SC)c2)CC1	-6.1	-0.3	0.6	-0.5	23.8	-22.7	0.3	1.4	0.7
CC1=C(C)C(=O)C(N2CCOCC2)=CC1=O	1.3	4.0	/	-6.3	3.6	11.3	/	-2.9	-1.5
CN(C)CCNC(=O)C(=O)NCC1OCCN1S(=O)(=O)c1cc(F)ccc1F (stereo unspecified)	1.6	-2.8	0.3	-6.7	1.4	14.7	0.6	-0.8	-3.5
CCc1ccc(CNC(=O)C2CCN(c3nnc(C)c4c(C)n(-c5ccc(C)cc5)nc34)CC2)cc1	-34.4	/	-0.7	-5.7	18.1	6.7	-2.2	1.4	0.7
CCc1nnc(NC(=O)Cn2nc(-c3ccccc3OC)ccc2=O)s1	-1.1	-6.4	1.1	-19.7	-7.1	3.6	1.1	1.3	-1.1
Fc1cccc(Nc2nc(Cl)nc(Cl)n2)c1	-5.4	0.0	1.0	-1.9	1.2	32.8	0.4	-0.6	1.1
Cc1cc([N+](=O)[O-])nn1CC(=O)Nc1ccccn1	1.7	-4.6	1.4	-14.1	-0.1	-24.2	-0.2	-2.0	-2.7
COc1ccc(N2C(=O)CSC2c2ccc(F)cc2)cc1 (stereo unspecified)	-1.5	-13.1	0.2	10.7	-11.4	29.9	0.4	-1.2	-1.5

Ordered by number of heavy atoms (rising): some entries from above
SMILES	HCV NS3 hel inh	GalR3 antag	V1aR counter	GPR7 antagonist	FID counter	PHOSPHO1 inh	OXTR agonist	VIM-2 inhibitor	IMP-1 inhibitor
N#Cc1nc(-c2ccc(Cl)cc2)oc1N1CCCCC1	-5.4	-2.4	-1.6	-7.4	0.9	50.3	-1.7	-1.6	-3.5
CCc1ccc(NC(=O)CNC(=O)Cn2ccc3ccccc3c2=O)cc1	2.5	-8.7	-0.7	-10.4	-12.5	23.0	-0.6	-2.7	-2.5
COc1ccc2ccccc2c1CNC(=O)CC1C(=O)NCCN1CC(C)C (stereo unspecified)	1.6	-3.8	0.7	-12.2	-21.4	-19.3	1.0	2.1	0.3

Next entries.
SMILES	HCV NS3 hel inh	GalR3 antag	V1aR counter	GPR7 antagonist	FID counter	PHOSPHO1 inh	OXTR agonist	VIM-2 inhibitor	IMP-1 inhibitor
COc1cccc(OC)c1C(=O)Nc1ccc(N2CCN(C(=O)c3cccs3)CC2)cc1	2.0	-1.9	-0.2	-5.4	-40.8	/	-0.7	-4.4	-4.1
COc1cc(CC(=O)NCCCc2ccccc2)cc(OC)c1OC	-4.5	-6.9	2.7	3.3	-18.4	18.4	2.5	-2.0	-2.5
COc1ccc(-c2coc3cc(OC(=O)N4CCOCC4)ccc3c2=O)cc1	-4.7	-4.1	8.8	-7.9	-19.0	10.0	12.0	0.6	0.1
Clc1ccccc1-c1ncc(-c2ccccc2)o1	-9.7	-4.5	-0.3	-21.3	-16.9	13.9	-1.3	-0.1	-3.2
COCCNC(=O)COc1ccc(C)cc1C	8.1	0.4	0.6	11.2	-5.9	4.6	0.2	-6.2	-4.8
O=C(CCN1C(=O)C2C3C=CC(C3)C2C1=O)NCC1CCCO1 (stereo unspecified)	0.6	-1.6	0.5	-8.5	-6.9	3.6	1.3	-3.8	-0.1
COc1ccc(CCNC(=O)/C=C/c2ccc(C)cc2)cc1OC	-5.9	-4.3	1.0	0.9	-23.4	19.4	-0.3	-5.8	-5.0
Nc1nonc1/C(=N/O)N1CCCC1	2.3	-2.8	12.9	-5.5	0.9	-6.6	-0.1	-2.3	-4.5
C/C=C/c1ccc(OCCCCNCc2ccco2)c(OC)c1	-20.0	-3.1	0.6	16.9	20.8	8.4	4.4	-3.9	-2.1
Cc1[nH]c2c(C(=O)N3CCCC(CCC(=O)NCc4ccccc4F)C3)cccc2c1C (stereo unspecified)	-0.3	1.9	0.2	1.1	-30.7	45.5	-2.1	-2.7	-3.5

Compound activity deposited in PubChem BioAssay by several laboratories.
